# Source: PubChem BioAssay (National Center for Advancing Translational Sciences (NCATS))
# HEK293 cAMP cs: qHTS Assay for Agonists of the Thyroid Stimulating Hormone Receptor: Activators of Intracellular cAMP Concentrations in Parental HEK 293 | parental HEK293 CNG cAMP sensor, membrane potential fluorescence | Potency, µM (doses to about 57.1 µM), for the others: at the top dose activation, most hits filed as activators | 73,000 tested, 2.5% active; further: potency means the concentration at half of the fitted maximal effect; % of control where 0% means no effect; nearly all actives have a fitted effect of over 55% in size
#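 Parental HEK 293 cells stably expressing a modified CNG channel (no TSHR) report cAMP rise as membrane depolarization. Membrane potential dye with 100 uM RO 20-1724 was loaded for 60 min at room temperature, then compound added for 30 min; fluorescence read at 590 nm.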
# Luciferase inh: qHTS Assay for Inhibitors of Firefly Luciferase; Luciferin 4-monooxygenase (Photinus pyralis), P08659; purified firefly luciferase, luminescence, 8 min; Potency, µM (highest dose often 57.1 µM), without a hit: top-dose activity change, negative = inhibition, actives largely listed as inhibitors; 72,000 tested, 2.2% active; AID 411, 2009; further: potency means the concentration at half of the fitted maximal effect; on the % scale 0 is the no-effect control and ±100 the full control effect; nearly all actives have a fitted effect of over 40% in size
#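 Firefly luciferase (PKLight detection mix) with 10 uM ATP in pH 7.2 imidazole buffer (KCl, MgCl2, Tween 20, BSA). Compounds tested across a concentration series (qHTS). Luminescence read after 8 min at ambient temperature.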
# Rhodamine autofl: qHTS Assay for Spectroscopic Profiling in Rhodamine Spectral Region. AID 594, 2007. 59,000 tested, 0.05% active. max dye-equivalent concentration, M. Rhodamine-region fluorescence, 547/598 nm, Tris buffer; hits give high values; in the data active means max dye-equivalent concentration above about 11 nM; inconclusive means between about 1.1 nM and that limit
#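 qHTS spectral profiling of compounds without any target or enzyme present, in pH 8.0 Tris buffer; plates were read after a 15-minute room-temperature incubation using the rhodamine-region filter set.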
# Casp1 inh: qHTS Assay for Allosteric/Competitive Inhibitors of Caspase-1 | 75,000 tested, 0.03% active | Potency, µM (titrated, usually from 57.5 µM), without a hit: top-dose activity change, negative = inhibition, actives largely listed as inhibitors | Caspase-1 enzyme, Ac-WEHD-AFC fluorogenic rate | P29466 | AID 900, 2007;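 further: potency means the concentration at half of the fitted maximal effect; plate controls were vehicle for no effect and no substrate for full effect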
# Texas Red fluor: qHTS Assay for Spectroscopic Profiling in Texas Red Spectral Region; Compound fluorescence, Texas Red channel, 547/618 nm; hits give high values; 59,000 tested, 0.06% active; max dye-equivalent concentration, M; in the data active means max dye-equivalent concentration above about 10 nM; inconclusive means between about 1.1 nM and that limit
#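 Texas Red-region profiling: compounds in 100 mM Tris pH 8.0 were read at 547/618 nm after 15 min at room temperature. Intensities were normalized against a six-point Texas Red standard series to give dye-equivalent concentration.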
# 4MU fluor: qHTS Assay for Spectroscopic Profiling in 4-MU Spectral Region; compound autofluorescence, 340/450 nm, 4-MU equivalents; hits give high values; max dye-equivalent concentration, M; 59,000 tested, 11% active; AID 589, 2007; in the data active means max dye-equivalent concentration above about 10 nM; inconclusive means mostly about 1.1 nM to 9.6 nM
#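 Compounds in 100 mM Tris, pH 8.0, sat 15 min at room temperature before fluorescence was read at 340 nm excitation/450 nm emission; a per-plate six-point 4-MU standard curve converted signals to dye-equivalent concentration at each compound concentration.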
# Tau filament bind: qHTS Assay for Tau Filament Binding. AID 596, 2007. Microtubule-associated protein tau (Homo sapiens), P10636. 71,000 tested, 2% active. recombinant tau filaments, thioflavin S fluorescence, 15 h; filaments grown with octadecylsulfate alongside compound. Potency, µM (doses to about 57.1 µM), inactives show at the top dose activity change, negative = inhibition;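 further: potency means the concentration at half of the fitted maximal effect; on the % scale 0 is the no-effect control and ±100 the full control effect; actives lower thioflavin S fluorescence by blocking filaments or displacing dye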
#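 Thioflavine S fluorescence (ex 450, em 510 nm) reports filaments formed from 1 uM human tau plus 30 uM ODS over 15 h at 37 C (10 mM HEPES pH 7.4, 100 mM NaCl, 5 mM DTT); compounds displacing dye or blocking filaments lower signal.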
# ERK AVP inh: qHTS Assay for Inhibitors of the ERK Signaling Pathway using a Homogeneous Screening Assay | HEK293-V1b, vasopressin-stimulated pERK AlphaScreen | Potency, µM (top dose mostly 57.5 µM), inactives show at the top dose activity, negative = inhibition, most hits filed as inhibitors | 72,000 tested, 0.99% active | AID 995, 2007; further: potency means the concentration at half of the fitted maximal effect; on the % scale 0 is the no-effect control and ±100 the full control effect; nearly all actives have a fitted effect of over 55% in size
#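 V1b-HEK293 cells; cpd 30 min 37C; 25 nM vasopressin 5 min; lyse 10 min; AlphaScreen beads 5 hr RT. Normalized to DMSO basal and 25 nM vasopressin; AC50 by Hill fit.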
# A350 fluor: qHTS Assay for Spectroscopic Profiling in A350 Spectral Region | 59,000 tested, 11% active | max dye-equivalent concentration, M | Compound autofluorescence, 340/450 nm, Alexa 350 dye-equivalents; hits give high values; in the data active means max dye-equivalent concentration above about 10 nM; inconclusive means mostly about 1.1 nM to 9.6 nM
# Casp7 inh: qHTS Assay for Allosteric/Competitive Inhibitors of Caspase-7 | P55210 | 75,000 tested, 0.02% active | recombinant caspase-7, Ac-DEVD-AFC fluorescence rate | AID 889, 2007 | Potency, µM (top dose mostly 57.5 µM), for the others: at the top dose activity change, negative = inhibition, most hits filed as inhibitors; active means well fitted inhibition curve with a large enough effect in the main read-out, with a control signal flat, not every such curve was filed as active; inconclusive means small, poorly fitted or top-dose-only effect, or a change in a side signal; further: potency means the concentration at half of the fitted maximal effect; % of control where 0% means no effect
# Fluorescein autfl: qHTS Assay for Spectroscopic Profiling in Fluorescein Spectral Region; Compound autofluorescence, 480/540 nm, fluorescein-equivalent; hits give high values; max fluorescein-equivalent concentration, M; 59,000 tested, 0.91% active; AID 593, 2007; in the data active means max fluorescein-equivalent concentration above about 10 nM; inconclusive means between about 1.1 nM and that limit
#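 Read-out is intrinsic compound fluorescence at 480/540 nm (excitation/emission), expressed as dye-equivalent concentration using a fluorescein standard series run on every plate. Compounds sat 15 min at room temperature in 100 mM Tris, pH 8.0.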
# Active calls of the source: *; i = inactive; ? = inconclusive; · = no result given; & = joins results of further samples; [ ] = dose if it differs, or a comment. Unless noted, the call rests on the fitted dose curve; in most records, active means well fitted curve in the direction sought with a large enough effect; inconclusive means small, poorly fitted or top-dose-only effect, or another doubt; inactive means no such curve, though single readings can be large; an effect the other way counts as inactive or inconclusive.
no.	SMILES	HEK293 cAMP cs	Luciferase inh	Rhodamine autofl	Casp1 inh	Texas Red fluor	4MU fluor	Tau filament bind	ERK AVP inh	A350 fluor	Casp7 inh	Fluorescein autfl
1	O=C1C(=C(O)c2ccccc2)C(=O)c2ccccc21	-13.5%	-5.3%	·	-1.3%	·	·	?	-19.9%	·	-2.9%	·
2	CC(C)=CCCC(C)N(C=O)C(C)CCC=C(C)C (stereo not given)	?	-3.9%	·	0.1%	·	·	-2.8%	17.0%	·	0.2%	·
3	O=C(c1ccc(Cl)cc1)c1ccc(OCC(O)CN2CCOCC2)cc1 (stereo not given)	15.4%	-0.1%	i	2.5%	i	i	-1.0%	?	i	-0.7%	?
4	COC(=O)c1cccnc1-n1c(=O)c2cccnc2n(Cc2ccc(Cl)cc2)c1=O	25.6%	2.1%	i	1.4%	i	4.95e-08M*	7.6%	18.5%	4.74e-08M*	-0.6%	i
5	O=C(Cc1cccs1)Nc1ccc(S(=O)(=O)N2CCCCC2)cc1	-2.0%	2.1%	i	-0.3%	i	?	?	-21.6%	?	-16.4%	i
6	COc1ccc(C2CC(c3ccc(Cl)cc3Cl)Nc3nc(N)nn32)cc1 (stereo not given)	6.9%	-9.8%	·	1.8%	·	·	-3.2%	-11.2%	·	-2.3%	·
7	COc1ccc(CNc2nc(-c3ccc(C(=O)N(C)C)cc3)nc3ccccc23)c(OC)c1	22.2%	-2.2%[2.29 µM]	i	-2.6%	i	i	-4.1%	-0.1%	i	-4.2%	i
8	C/C(CCN1CCc2nc(-c3ccccc3)c(-c3ccccc3)cc2C1)=N\OC[C@@H](O)[C@@H]1O[C@@H]2OC(C)(C)O[C@@H]2[C@H]1O	2.1%[11.4 µM]	0.7%[11.4 µM]	·	-5.1%[11.5 µM]	·	·	·	5.4%[11.5 µM]	·	-2.0%[11.5 µM]	·
9	CC(=O)NC(C1C(=O)CC(C)(C)CC1=O)(C(F)(F)F)C(F)(F)F	4.1%	-0.2%	i	2.1%	i	i	1.8%	-5.2%	i	-1.2%	?
10	O=S(=O)(Nc1ccc(Cl)c(C(F)(F)F)c1)c1cnc[nH]1	2.6%	2.0%	i	1.7%	i	i	-4.8%	-9.7%	i	-0.1%	i
11	O=C1c2ccccc2-c2c1cccc2C(=O)N1CCN(C(=O)c2ccco2)CC1	-12.1%[11.4 µM]	-1.3%	·	-0.4%	·	·	?	-5.1%	·	0.1%	·
12	Cc1cc(Cl)c(OCCCn2cncn2)c(Br)c1	17.4%	-1.8%	i	0.0%	i	2.07e-08M*	-2.6%	-26.7%	1.81e-08M*	0.7%	i
13	O=C(Nc1cccc2ncccc12)c1cccnc1	-0.4%	1.6%	i	1.7%	i	i	-8.2%	-17.4%	i	-1.3%	i
14	Cc1csc2ncc(C(=O)NCc3ccccn3)c(=O)n12	-0.3%	1.4%	·	-0.9%	·	·	-6.1%	·	·	1.6%	·
15	O=C(CCc1nc2ccccc2[nH]1)NC1CCCCC1	8.7%	4.1%	·	-5.0%	·	·	-3.1%	8.0%	·	0.2%	·

# Next part; the last 2 above are carried over.
no.	SMILES	HEK293 cAMP cs	Luciferase inh	Rhodamine autofl	Casp1 inh	Texas Red fluor	4MU fluor	Tau filament bind	ERK AVP inh	A350 fluor	Casp7 inh	Fluorescein autfl
14	Cc1csc2ncc(C(=O)NCc3ccccn3)c(=O)n12	-0.3%	1.4%	·	-0.9%	·	·	-6.1%	·	·	1.6%	·
15	O=C(CCc1nc2ccccc2[nH]1)NC1CCCCC1	8.7%	4.1%	·	-5.0%	·	·	-3.1%	8.0%	·	0.2%	·
16	COc1ccccc1CN1CC2(CCN(C(=O)c3cc(C(F)(F)F)cc(C(F)(F)F)c3)CC2)C1	?	-2.0%[11.4 µM]	i	-2.4%	?	i	-15.1%	-12.6%	i	4.0%	i
17	O=C(Nc1ccc(NC(=O)c2cccs2)cn1)c1ccco1	-2.6%	5.01µM*	i	-1.3%	i	i	-1.7%	-10.4%	i	-1.6%	?
18	O=[n+]1cc(-c2ccc(F)cc2)n([O-])c2c1CCC2	3.2%	0.0%	i	0.3%	i	i	-13.9%	25.3%	i	-0.2%	i
19	Cc1noc(C)c1C(=O)OCC(=O)c1cc(C)n(Cc2ccccc2Cl)c1C	25.1µM*	-20.8%	i	-4.3%	i	i	19.0%	-2.5%	i	-4.9%	?
20	Cc1ccc(S(=O)(=O)Nc2ccc3ncccc3c2)cc1	18.8%	2.5%	i	0.7%	?	?	0.5%	-12.7%	?	-1.5%	i
21	CN(C)Cc1ccccc1-c1nc(NCc2ccccc2)c2ccccc2n1	?	0.4%[2.29 µM]	i	-2.2%	i	i	42.0%	28.1%	i	-0.9%	i
22	COc1ccc2nc(NC(=O)CSc3nnc(-c4ccoc4C)n3C)sc2c1	22.1%	3.1%	i	0.3%	i	i	11.7%	-12.3%	i	-0.5%	i
23	Cc1c(O)c(Br)c(C)c(O)c1Br (tested in a mixture with another compound)	8.2%[11.4 µM]	-10.4%[11.4 µM]	i	-0.7%[11.5 µM]	i	i	5.6%[11.4 µM]	-21.4%[11.5 µM]	i	-0.6%[11.5 µM]	?
24	O=C(Nc1ccccc1C(=O)O)c1cccc(NC(=O)c2ccc(Br)o2)c1	-0.5%	-3.9%	i	-0.2%	?	i	210.3%	-9.1%	i	0.3%	i
25	CC(C)Nc1nc(NC(C)C)nc(N(C)n2cnnc2)n1	·	-0.2%[25.5 µM]	i	·	i	i	·	·	i	·	i
26	CC(=O)c1ccc(NC(=O)c2ccn[nH]2)cc1	0.6%	25.1µM*	i	-1.4%	i	i	-5.9%	15.3%	i	2.9%	i
27	C=CCn1cc(C(=O)NCC2CCCO2)c(=O)c2cc(S(=O)(=O)N3CCCCCC3)ccc21 (stereo not given)	?	2.3%	i	-1.9%	?	i	20.2%	-19.5%	i	-1.3%	i
28	CCOC(=O)c1csc(NC(=O)c2ccc(S(=O)(=O)N(CC)CC)cc2)n1	-2.0%&-5.4%	0.0%&4.2%	i	-1.7%&3.9%	?	i	1.4%&-5.4%	-16.0%&2.6%	i	-2.0%&-0.2%	?
29	Cc1cc(NC(=O)CSc2nnc(COc3cccc(C)c3C)n2C)no1	-0.2%	1.8%	i	0.4%	i	i	-9.5%	13.6%	i	3.1%	i
30	COc1ccc(NC(=O)Cc2nnc(SCC(=O)Nc3cc(C)ccc3OC)n2C)cc1	-8.6%	-2.1%	i	0.7%	i	i	-13.6%	-22.1%	i	0.4%	i
31	COc1cccc(/C=N/n2c(SC)nnc2-c2ccccc2)c1OC	8.6%	1.7%	·	-0.5%	·	·	12.0%	?	·	-1.7%	·
32	CCN1CCN(c2c(Cl)cccc2NC(=O)c2ccco2)CC1	2.3%	2.5%	i	0.0%	i	i	-10.3%	-16.8%	i	-0.7%	i
33	Cc1ccc(NC(=O)Cn2nc(C)c3ccccc3c2=O)c(C)c1	-14.3%	2.6%	i	0.6%	i	i	-9.7%	12.4%	?	-1.5%	?
34	O=c1c2[nH]c3ccc(F)cc3c2ncn1C1CCCCC1	-4.6%	-2.8%	i	-3.6%	i	4.09e-08M*	-3.8%	10.2%	1.05e-08M*	-1.2%	i
35	CC1(C)C/C(=C(/C#N)C(N)=O)CCO1	·	0.7%[25.5 µM]	i	·	i	i	·	·	i	·	i
36	COC(=O)CCc1c(C)nn(-c2ccccc2)c1C	?	-1.3%	i	0.1%	i	i	2.7%	-8.1%	i	-0.6%	i
37	Cc1cc(CNC(=O)[C@H]2C[C@@H]2[C@H](NP(=O)(c2ccccc2)c2ccccc2)c2ccccc2)nn1C	13.7%	·	·	0.1%	·	·	0.8%	-21.2%	·	-0.9%	·
38	CN(C(=O)C1CCCO1)c1nnc(-c2cnccn2)s1 (stereo not given)	-3.6%	-2.7%	i	-0.4%	i	i	-6.4%	-0.1%	i	-1.0%	?
39	O=C(Nc1ccc(Cl)cc1)NC1CCCC1Cc1ccco1 (stereo not given)	?	-6.1%	i	-4.3%	i	i	-23.3%	1.3%	i	-4.0%	?
40	CCc1[nH]nc2c1C(C(C)C)C(C#N)=C(N)O2 (stereo not given)	6.4%	0.1%	i	-1.4%	i	i	-3.1%	18.8%	i	-0.7%	i
41	CCOc1ccc(C2/C(=C(/O)c3ccc(F)cc3)C(=O)C(=O)N2CCCN(C)C)cc1 (stereo not given)	·	0.1%[25.5 µM]	i	·	?	i	·	·	i	·	i
42	COCCn1c(SCC(=O)Nc2ncc(C)s2)nc2sc3c(c2c1=O)CCC3	25.9%	1.4%	i	-3.6%	i	i	19.1%	?	i	-1.1%	i
43	Cc1cc(N2CCOCC2)nc(SCC(=O)c2ccc(Cl)cc2)n1	?	-1.1%	i	2.8%	?	i	8.2%	-21.6%	i	-1.4%	?

# Some values from the list:
# entry 32 in Casp1 inh is listed with 0.0%
# entry 31 in HEK293 cAMP cs is listed with 8.6%

# Only part of the results is shown; rates above refer to the full screens.
